Source: PubChem BioAssay
TGFb SMAD3 inh: blocks TGF-b signaling. actives 1.2% (n = 410,000). AID 588855. Potency, µM (series often up to 46.1 µM), inactives show top-dose activity, negative = inhibition, hits mostly inhibitors. HepG2 CAGA-GFP TGF-b/SMAD3 reporter, GFP fluorescence, 18 h; TGF-beta stimulated, 500 pg/mL final; note: potency is the fitted concentration of half-maximal effect; % is set by controls: 0 for no effect and ±100 for the full control effect; nearly all actives have a fitted effect of over 65% in size
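Smad-responsive CAGA-GFP expression was quantified in HEPG2 cells exposed to compounds and 500 pg/mL final TGF-beta for 18 h at 37 degrees C; unstimulated wells defined full inhibition.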
Nrf2 ARE act: activators of Nrf2 (ARE) signaling; AREc32 ARE-luciferase reporter (MCF7-derived line), luminescence, 24 h; Potency, µM (titrated, usually from 46.1 µM), without a hit: at the top dose activation, usual class: activators; actives 0.31% (n = 410,000); note: potency is the fitted concentration of half-maximal effect; % of control where 0% means no effect; nearly all actives have a fitted effect of over 65% in size
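Luciferase luminescence (Steady-Glo, 30 min at room temperature) served as the read-out of ARE activation in AREc32 cells treated with compounds for 24 hr at 37 deg C.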
ATXN2 expr inh: ATXN2 expression inhibition; HEK-293 ATXN2-luciferase reporter, luminescence, 24 h; Potency, µM (doses to about 57 µM), for the others: at the top dose activity change, negative = inhibition, hits mostly inhibitors; actives 0.72% (n = 360,000); note: potency is the fitted concentration of half-maximal effect; % is set by controls: 0 for no effect and ±100 for the full control effect; nearly all actives have a fitted effect of over 55% in size
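ATXN2-luciferase reporter cells (luciferase flanked by upstream and downstream ATXN2 gene portions) were treated 24 h at 37 °C with compounds at up to 57 uM. SteadyGlo luminescence gave expression; GF-AFC fluorescence gave viability.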
EPAC2 agonist: EPAC2 (human) agonism; Q8WZA2; EPAC2 activation, biochemical qHTS; response scale: 100% = 6.5 mM cAMP response; Potency, µM (titrated, usually from 154 µM), inactives show top-dose activation, hits mostly activators; actives 0.079% (n = 360,000); note: potency is the fitted concentration of half-maximal effect; nearly all actives have a fitted effect of over 50% in size
Target sequence (Q8WZA2 whole entry, looked up): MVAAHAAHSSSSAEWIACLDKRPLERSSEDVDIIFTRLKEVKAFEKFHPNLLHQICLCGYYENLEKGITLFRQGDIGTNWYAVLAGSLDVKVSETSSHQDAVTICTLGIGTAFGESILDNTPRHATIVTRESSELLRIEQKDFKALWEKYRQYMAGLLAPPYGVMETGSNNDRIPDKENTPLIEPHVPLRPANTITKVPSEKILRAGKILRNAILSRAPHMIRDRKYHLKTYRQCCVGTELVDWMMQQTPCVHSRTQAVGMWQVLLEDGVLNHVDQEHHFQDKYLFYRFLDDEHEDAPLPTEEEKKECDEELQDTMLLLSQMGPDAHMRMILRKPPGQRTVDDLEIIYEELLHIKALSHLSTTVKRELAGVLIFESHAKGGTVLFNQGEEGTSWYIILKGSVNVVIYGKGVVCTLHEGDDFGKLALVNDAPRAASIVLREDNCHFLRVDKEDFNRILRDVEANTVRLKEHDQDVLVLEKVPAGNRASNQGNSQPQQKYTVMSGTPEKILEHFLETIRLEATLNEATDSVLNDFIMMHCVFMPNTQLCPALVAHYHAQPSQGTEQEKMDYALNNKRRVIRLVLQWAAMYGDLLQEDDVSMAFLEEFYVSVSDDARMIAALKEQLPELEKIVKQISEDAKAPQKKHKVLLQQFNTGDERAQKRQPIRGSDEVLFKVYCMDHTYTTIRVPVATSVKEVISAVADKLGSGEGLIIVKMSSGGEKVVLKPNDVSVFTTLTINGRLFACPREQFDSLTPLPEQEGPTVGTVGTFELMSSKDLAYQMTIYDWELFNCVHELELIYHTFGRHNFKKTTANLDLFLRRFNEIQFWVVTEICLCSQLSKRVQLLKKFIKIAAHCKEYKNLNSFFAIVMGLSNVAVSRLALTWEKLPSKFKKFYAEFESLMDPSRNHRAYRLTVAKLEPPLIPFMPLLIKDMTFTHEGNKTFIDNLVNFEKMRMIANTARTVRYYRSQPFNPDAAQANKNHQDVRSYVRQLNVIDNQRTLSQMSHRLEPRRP
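Compounds were titrated in qHTS against a Rap1B-BODIPY-GDP (250 nM) complex with EPAC2 (100 nM) and GDP (50 uM). BODIPY-GDP release tracked at 480/540 nm over 30 min at room temperature, normalized to 6.5 mM cAMP.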
Nrf2 block: Nrf2 pathway inhibition; A549 ARE-Fluc reporter, luciferase luminescence, 18-24 h; Potency, µM (doses to about 46 µM), inactives show top-dose activity change, negative = inhibition, usual class: inhibitors; actives 2.1% (n = 360,000); note: potency is the fitted concentration of half-maximal effect; % is set by controls: 0 for no effect and ±100 for the full control effect; nearly all actives have a fitted effect of over 60% in size
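Nrf2 activity is the BugLite luminescence, read 15 min after reagent at room temperature, following CellTiter-Fluor cytotoxicity readout (30 min, 37C). Compound titrations were applied for 18-24 h to 5000 A549 ARE_Fluc cells/well in 5% FBS OPTI-MEM.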
IL2 activator: activates IL-2 in a cell-based reporter assay; IL-2 activation reporter assay, cell-based qHTS; stimulated with anti-CD3/CD4/CD28 beads; in transgenic mouse T cells; activation, % (series mostly up to about 46 µM); actives 0.065% (n = 360,000); in the data active = activation above about 50%; inconclusive = mostly about 30% to 49%; note: 0% is about no effect
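EGFP and DsRed fluorescence is measured by plate cytometry in unstimulated transgenic mouse T cells exposed to compound for 60 minutes, then stimulated 18 hours at 37 degrees C with anti-CD3/anti-CD4 beads plus anti-CD28.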
HepG2 tox: kills HepG2 cells in TGF-b inhibitor counter-screen | Potency, µM (highest dose often 46.1 µM), for inactives: at the top dose activity change, negative = cytotoxicity, actives largely listed as cytotoxic | HepG2 CAGA-GFP viability, ATP luminescence, 18 h | actives 0.76% (n = 410,000); note: potency is the fitted concentration of half-maximal effect; some results filed as inactive show a strong effect at the top dose
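CellTiter-Glo luminescence gave cytotoxicity after 18 hours at 37 degrees C. The cells were HepG2 CAGA-GFP in 1% FBS DMEM, stimulated with 500 pg/mL TGF-beta after compound addition. %Activity was normalised to no-cell wells (complete cell-killing) and DMSO (no toxicity), and curves were fitted and classified.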
S2 tox: cell viability loss in ATXN counter-screen; S2 cells (HEK-293 line with an ATXN2-luciferase reporter) viability, CellTiter-Fluor protease fluorescence, 24 h; Potency, µM (highest dose often 56.7 µM), hits mostly cytotoxic; actives 0.49% (n = 400,000); note: potency is the fitted concentration of half-maximal effect; nearly all actives have a fitted effect of over 40% in size
A549 viability: counter-screen for Nrf2 inhibitors: cytotoxicity in A549 cells; A549 ARE-Fluc cells, CellTiter-Fluor viability, 18-24 h; Potency, µM (titrated, usually from 46 µM), without a hit: at the top dose activity change, negative = cytotoxicity, most hits filed as inhibitors; actives 0.16% (n = 390,000); note: potency is the fitted concentration of half-maximal effect; % is set by controls: 0 for no effect and ±100 for the full control effect
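A549 ARE-Fluc cells in 5% FBS OPTI-MEM, 5000 cells/well, rested 2 h then exposed to compounds in concentration-response for 18-24 h at 37 °C. Viability by CellTiter-Fluor fluorescence (Ex 405/Em 525) after 30 min; luciferase luminescence (BugLite, 15 min, RT) read afterwards.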
An asterisk follows results filed as active; i = inactive; ? = inconclusive; · = not tested or not shown; [ ] = dose if it differs, or a comment. Unless noted, calls come from the whole dose curve; as a rule, active = well fitted curve in the direction sought with a large enough effect; inconclusive = small, poorly fitted or top-dose-only effect, or another doubt; inactive = no such curve, though single readings can be large; an effect the other way counts as inactive or inconclusive. Rows were taken by chance. Share with any hit: about 4.3%.

Screens in order – TGFb SMAD3 inh | Nrf2 ARE act | ATXN2 expr inh | EPAC2 agonist | Nrf2 block | IL2 activator | HepG2 tox | S2 tox | A549 viability
- COc1ccc(OCC(=O)OCC(=O)NCC2CCCCC2)cc1
    0% | 0.7% | -2% | 7% | 1% | 0.9 | -34% | i | 0%
- COc1ccc(C(C)(O)c2nc(-c3ccc(N(C)C)cc3)cs2)cc1 (configuration not stated)
    1% | 3.6% | 14% | 13% | · | -0.5 | -6% | i | ·
- CC(=O)Nc1cccc(-c2cnc3ccccc3n2)c1
    9% | -0.1% | 56%[activator] | -1% | ? | -1.3 | 5% | i | 18%
- CCOC(=O)[C@]12CCC=C1N(CCC1=CCCCC1)C(=O)[C@H](CC(=O)NCc1ccc(C)o1)C2
    · | 5.6% | 6% | 4% | · | -0.2 | · | i | ·
- COc1ccc(C(=O)Nc2ccccc2C(=O)N2CCOCC2)cc1Br
    -18% | -0.8% | 4% | -7% | 11% | -0.7 | -8% | i | -1%
- CCOC(=O)Cn1c(=O)oc2cc(S(=O)(=O)NC3CCCc4ccccc43)ccc21 (configuration not stated)
    -1% | -0.3% | -11% | 3% | 6% | -0.1 | -5% | i | -4%
- CCOc1ccccc1NC(=O)CSc1nc2c(oc3ccccc32)c(=O)n1C(C)C
    ? | -1.4% | 8% | · | 1% | · | 2% | i | 1%
- CCN(C(=O)COc1cccc(-n2cnnn2)c1)C1CCS(=O)(=O)C1 (configuration not stated)
    -4% | 0.7% | -6% | 1% | 21% | 0.0 | 3% | i | 7%
- COc1ccc(N2CCN(C(=O)C3Cc4ccccc4CN3C(=O)c3ccco3)CC2)cc1 (configuration not stated)
    -7% | 0.4% | -7% | 4% | -10% | -2.2 | -29% | i | -15%
- Cc1c(NC(=O)C2(c3ccc(Cl)cc3)CCCC2)c(=O)n(-c2ccccc2)n1C
    -10% | 0.0% | · | 8% | 3% | 1.6 | 1% | · | -1%
- Cc1c(C(=O)NCc2c(F)cc(F)cc2F)oc2ccc(S(=O)(=O)N3CCOCC3)cc12
    1% | 2.9% | -12% | 13% | -16% | -4.9 | -27% | i | 3%
- CCc1ccc2nc(N(CCCN(C)C)C(=O)c3ccc(C(=O)c4ccccc4)cc3)sc2c1
    ? | -3.1% | ? | 13% | 13µM* | -3.6 | -92% | ? | ?
- CN(Cc1ccccc1)c1nc2c(c(=O)[nH]c(=O)n2C)n1CCSc1nc2ccccc2[nH]1
    -9% | 0.3% | 12% | 5% | -4% | 1.5 | -16% | i | -4%
- NC(=O)c1cnn(-c2cccc(Cl)c2)c1N
    ? | -1.1% | · | 1% | 12% | 0.7 | -9% | i | 10%
- Cc1cccc2nc(CSc3nc4ccc([N+](=O)[O-])cc4[nH]3)c(Br)n12
    ? | 10% | -10% | 0% | ? | -0.9 | -32% | i | -1%
- Cc1ccc2nsnc2c1S(=O)(=O)N1CCN(C)CC1
    11% | -0.2% | -3% | 7% | ? | 0.5 | 9% | i | 1%
- O=C(CN(Cc1ccc(F)cc1)C(=O)CCC(=O)Nc1nccs1)NCc1ccc(F)cc1
    10% | -0.4% | -31% | -3% | 19% | -0.1 | 9% | i | -1%
- Cc1ccc(C(=O)CCC(=O)OCC(=O)NNC(=O)c2ccc([N+](=O)[O-])cc2)cc1
    -5% | 0.7% | -11% | 3% | -25% | -0.2 | -37% | i | 9%
- O=Cc1ccc(-c2cccc(C(=O)O)c2)o1
    ? | 2.2% | 23% | 8% | 15% | 0.0 | -14% | i | -1%
- Nc1c(C(=O)c2cccs2)sc2nsc(SCCN3CCCCC3)c12
    40%[activator] | 10µM* | -11% | -15% | ? | 11 | 0% | i | 2%
- CCOC(=O)CSC1=Nc2ccccc2C2=NC(CC(=O)NCc3ccc4c(c3)OCO4)C(=O)N12 (configuration not stated)
    0% | 0.1% | -31% | 7% | 4% | -1.9 | -5% | ? | -12%
- CCOC(=O)C1C2C=CC3(CN(c4ccccc4CC)C(=O)C13)O2 (configuration not stated)
    -4% | -0.8% | 4% | 3% | -6% | 0.8 | -7% | i | 9%
- Cc1ccc(S(=O)(=O)CCC(=O)NCCN2C(=O)S/C(=C/c3ccc(F)cc3)C2=O)cc1
    -18% | 5.7% | 18% | 23% | 0% | -2.5 | -50% | ? | 2%
- CCOC(=O)c1ccccc1NC(=O)CN1C(=O)CC(c2ccccc2)Sc2ccccc21 (configuration not stated)
    -13% | 0.8% | -8% | · | ? | · | -2% | ? | -1%
- O=C1CCCN1CCC12CC3CC(CC(C3)C1)C2
    -1% | -0.6% | -11% | 6% | 2% | -2.3 | -16% | i | -3%
- Cc1cc(NC(=O)c2ccccc2F)n(C(C)(C)C)n1
    10% | -0.1% | · | 12% | 18% | 2.3 | -12% | i | 6%
- Cc1cccc(S(=O)(=O)c2c(N)n(/N=C/c3ccco3)c3nc4ccccc4nc23)c1
    4% | -0.1% | 7% | 4% | ? | 1.2 | -3% | i | 0%
- Cc1ncc(CN2CCN(CCc3ccccc3)C(CCO)C2)s1 (configuration not stated)
    1% | -0.5% | 3% | -2% | 12% | 1.4 | 2% | i | -1%
- CCOC(=O)C1=C(N)N2C(=O)CSC2=C(C(=O)OC)C1
    -20% | -0.7% | 0% | 4% | 6% | 0.4 | 1% | i | -5%
- O=C(NNc1cccc(Cl)n1)C1CC1
    9% | -0.7% | -8% | 8% | 10% | 0.4 | 1% | i | 4%
- O=C(CC(Cc1ccccc1)C(=O)O)Nc1ccc(F)cc1 (configuration not stated)
    5% | 0.4% | · | -3% | -7% | -2.0 | 0% | i | 19%
- CCOC(=O)[C@H]1[C@H]2COc3ccc(Br)cc3[C@@H]2N2C(=O)CN(Cc3ccc(Cl)cc3)C(=O)[C@@]12C
    0% | 2.7% | 11% | -2% | -27% | -0.4 | -3% | i | -4%
- CSc1nc2ccccc2cc1/C=C(\C#N)c1cccc(C)c1
    0% | 0.3% | -28% | 2% | -19% | -0.7 | -13% | i | -23%
- CCc1ccc(NC(=O)C2CCN(c3nnc(-n4c(C)ccc4C)s3)CC2)cc1
    · | 21% | · | · | -7% | · | -28% | · | 7%
- COc1cccc(CNC(=O)Cn2c(=O)oc3ccccc32)c1OC
    -3% | 0.3% | 2% | 11% | -13% | 1.1 | 2% | i | 2%
- N#Cc1nc(COc2cccc(Cl)c2)oc1N1CCCC1
    -6% | -0.7% | -7% | 15% | -2% | -2.7 | -2% | i | 11%
- O=C(N/N=C/c1ccc2c(c1)OCCO2)c1ccncc1
    3% | 0.0% | 4% | 2% | ? | 0.2 | 6% | i | -7%
- Cc1ccc(CNC(=O)CSc2ccc(-c3sc(-c4ccccc4)nc3C)nn2)cc1
    28% | 8.0% | · | · | -10% | · | -10% | · | 2%
- CCOC(=O)/C=C/C(=O)N1CCc2ccccc21
    -1% | 20% | 8% | 14% | -23% | -1.2 | -39% | i | 1%
- CC(=O)c1c(-c2ccccc2)c2ccccc2[nH]c1=O
    ? | -0.2% | 15% | 17% | ? | 0.8 | -45% | i | 0%
- Cc1ccc(S(=O)(=O)N(CC(=O)NCc2cccnc2)C2CCCCC2)cc1
    ? | 2.0% | -8% | 15% | 0% | 0.1 | -8% | i | -3%
- Cc1cc(NC(=S)N(CCN2CCOCC2)Cc2ccccc2F)ccc1Cl
    ? | 0.6% | -23% | 2% | -12% | -3.1 | 13% | i | 0%

In a second layout: 5 of the compounds above
Structure | TGFb SMAD3 inh | Nrf2 ARE act | ATXN2 expr inh | EPAC2 agonist | Nrf2 block | IL2 activator | HepG2 tox | S2 tox | A549 viability
CCOC(=O)C1=C(N)N2C(=O)CSC2=C(C(=O)OC)C1 | -20% | -0.7% | 0% | 4% | 6% | 0.4 | 1% | i | -5%
CSc1nc2ccccc2cc1/C=C(\C#N)c1cccc(C)c1 | 0% | 0.3% | -28% | 2% | -19% | -0.7 | -13% | i | -23%
NC(=O)c1cnn(-c2cccc(Cl)c2)c1N | ? | -1.1% | · | 1% | 12% | 0.7 | -9% | i | 10%
O=Cc1ccc(-c2cccc(C(=O)O)c2)o1 | ? | 2.2% | 23% | 8% | 15% | 0.0 | -14% | i | -1%
Cc1cccc(S(=O)(=O)c2c(N)n(/N=C/c3ccco3)c3nc4ccccc4nc23)c1 | 4% | -0.1% | 7% | 4% | ? | 1.2 | -3% | i | 0%

Entries of single compounds, looked up by structure:
O=C(NNc1cccc(Cl)n1)C1CC1 is listed as TGFb SMAD3 inh: 9%; Nrf2 ARE act: -0.7%; ATXN2 expr inh: -8%; EPAC2 agonist: 8%; Nrf2 block: 10%; IL2 activator: 0.4; HepG2 tox: 1%; S2 tox: i; A549 viability: 4%
Cc1ccc(S(=O)(=O)CCC(=O)NCCN2C(=O)S/C(=C/c3ccc(F)cc3)C2=O)cc1 is listed as TGFb SMAD3 inh: -18%; Nrf2 ARE act: 5.7%; ATXN2 expr inh: 18%; EPAC2 agonist: 23%; Nrf2 block: 0%; IL2 activator: -2.5; HepG2 tox: -50%; S2 tox: ?; A549 viability: 2%
